# LmPK inh: inhibitors of Leishmania mexicana pyruvate kinase. 290,000 tested, 0.37% active. Potency, µM (titrated, usually from 57.5 µM), without a hit: top-dose activity change, negative = inhibition, actives largely listed as inhibitors. purified LmPK, Kinase-Glo ATP luminescence, 1 h; note: potency is the fitted concentration of half-maximal effect; % is set by controls: 0 for no effect and ±100 for the full control effect
# Target sequence (Q27686 whole entry, looked up): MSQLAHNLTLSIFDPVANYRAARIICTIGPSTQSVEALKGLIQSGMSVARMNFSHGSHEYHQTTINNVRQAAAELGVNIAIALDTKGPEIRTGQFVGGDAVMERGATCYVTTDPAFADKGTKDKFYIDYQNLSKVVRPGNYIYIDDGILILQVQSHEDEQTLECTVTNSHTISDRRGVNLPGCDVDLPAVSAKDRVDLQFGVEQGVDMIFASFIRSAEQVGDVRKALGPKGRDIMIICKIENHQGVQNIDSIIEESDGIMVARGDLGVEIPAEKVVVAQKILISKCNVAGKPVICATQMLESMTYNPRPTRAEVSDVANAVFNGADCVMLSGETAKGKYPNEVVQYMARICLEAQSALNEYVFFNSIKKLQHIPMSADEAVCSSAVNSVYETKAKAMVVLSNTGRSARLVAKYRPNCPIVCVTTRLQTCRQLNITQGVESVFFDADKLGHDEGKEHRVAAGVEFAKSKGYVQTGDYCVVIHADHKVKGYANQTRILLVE
#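 In 50 mM imidazole pH 7.2 with 7 mM MgCl2, LmPK (0.1 nM) turned over PEP (0.5 mM) and ADP (0.1 mM) for 1 h at room temperature. Luciferase read-out of ATP.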
# Pf growth 48h: inhibits P. falciparum growth in the first generation, 48 h | Potency, µM (series often up to 28.7 µM), for the others: at the highest dose activity change, negative = inhibition, most hits filed as inhibitors | 310,000 tested, 5.9% active | P. falciparum luciferase growth in erythrocytes, 48 h; note: potency is the fitted concentration of half-maximal effect; % is set by controls: 0 for no effect and ±100 for the full control effect
#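 In quantitative HTS format, infected erythrocytes bearing luciferase-reporter parasites were treated for a single generation at 37 C. Luminescence after adding detection reagent served as the growth measure.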
# TbPYK inhibitor: T. brucei pyruvate kinase inhibition. Q57TT1. 410,000 tested, 0.12% active. TbPYK enzyme, Kinase-Glo Plus ATP luminescence, 45 min. Potency, µM (highest dose often 76.8 µM), without a hit: at the top dose activity, negative = inhibition, usual class: inhibitors; note: potency is the fitted concentration of half-maximal effect; % is set by controls: 0 for no effect and ±100 for the full control effect; nearly all actives have a fitted effect of over 50% in size
#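 Activity of T. brucei pyruvate kinase was followed by Kinase-Glo Plus luminescence after the enzyme reacted 45 min at room temperature with 130 uM ADP (final) and substrate. Test compounds were added before ADP at multiple concentrations.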
# AmpC inh no detg: inhibitors of E. coli AmpC beta-lactamase without detergent. 330,000 tested, 0.52% active. Potency, µM (top dose mostly 57.1 µM), for inactives: top-dose activity change, negative = inhibition, usual class: inhibitors. AmpC nitrocefin hydrolysis, absorbance 480 nm, 0.0001% Triton. P00811. AID 485341;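 note: potency is the fitted concentration of half-maximal effect; plate controls were no compound for no effect and no enzyme for full effect; nearly all actives have a fitted effect of over 20% in size; some results filed as inactive show a strong effect at the top dose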
# Target sequence (P00811 whole entry, looked up): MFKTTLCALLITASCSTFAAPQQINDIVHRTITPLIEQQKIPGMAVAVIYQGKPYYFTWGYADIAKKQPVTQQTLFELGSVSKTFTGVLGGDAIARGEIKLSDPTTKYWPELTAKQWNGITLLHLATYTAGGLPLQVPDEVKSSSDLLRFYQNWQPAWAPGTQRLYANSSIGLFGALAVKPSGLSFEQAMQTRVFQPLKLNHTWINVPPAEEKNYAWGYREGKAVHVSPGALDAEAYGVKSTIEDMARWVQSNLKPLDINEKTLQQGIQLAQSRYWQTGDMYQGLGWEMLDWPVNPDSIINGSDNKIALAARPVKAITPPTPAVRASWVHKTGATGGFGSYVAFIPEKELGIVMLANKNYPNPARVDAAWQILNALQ
#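 20 mM phosphate pH 7.0 + 0.01% (detergent screen) or 0.0001% Triton X-100; 5.3 nM AmpC reagent; cpd preinc 15 min RT; nitrocefin (800 uM stock) to start; A480 q20 s × 4 min; Activity was normalised to no-enzyme and no-compound control wells.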
# Pf growth 96h: P. falciparum growth inhibition at 96 hour, primary screen for plastid delayed-death inhibitors; P. falciparum luciferase reporter growth, 96 h; Potency, µM (titrated, usually from 28.7 µM), for inactives: top-dose activity change, negative = inhibition, actives largely listed as inhibitors; 320,000 tested, 6.9% active; AID 504834; note: potency is the fitted concentration of half-maximal effect; % is set by controls: 0 for no effect and ±100 for the full control effect
#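 Delayed-death screen, second-generation endpoint: infected erythrocytes, 2% hematocrit, 0.05% parasitemia final; 96 hours at 37 C, 5% CO2; luciferase detection reagent; luminescence decrease equals reduced growth.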
# Cycloheximide cs: counter-screen for Shiga toxin inhibitors: cycloheximide protein synthesis inhibition; max response, %; 300,000 tested, 12% active; cell reporter, cycloheximide protein synthesis inhibition counterscreen; in the data active = max response mostly above about 13%, no sharp cut-off; inactive = mostly below about 14%; note: read at 38.3 µM for the half of the compounds with a filed dose; 0% is about no effect
# Shiga inhibitor: inhibitors of Shiga toxin in Vero cells. inhibition, % at 38.7 µM. 290,000 tested, 9.2% active. Vero cells, Shiga toxin protein synthesis inhibition reporter. AID 2315; in the data active = inhibition mostly above about 28%, no sharp cut-off; inactive = mostly below about 43%; note: 0% is about no effect
# * = called active by the depositor; ? = inconclusive; . = no result given; & = joins results of further samples; [ ] = remark or other dose. Unless noted, calls come from the whole dose curve; as a rule, active = well fitted curve in the direction sought with a large enough effect; inconclusive = small, poorly fitted or top-dose-only effect, or another doubt; inactive = no such curve, though single readings can be large; an effect the other way counts as inactive or inconclusive.
no. | structure | LmPK inh | Pf growth 48h | TbPYK inhibitor | AmpC inh no detg | Pf growth 96h | Cycloheximide cs | Shiga inhibitor
1 | O=C(COC(=O)C12CC3CC(CC(C3)C1)C2)Nc1nccs1 | 2% | 27% | 9% | -22% | -21% | 7 | -1
2 | Cc1cccc(NC(=O)COC(=O)c2cccc3c2C(=O)c2ccccc2C3=O)c1C | 1% | -25% | 3% | -33% | 10µM* | -2 | -12
3 | CC1CCCCN1C(=O)COC(=O)c1cc([N+](=O)[O-])ccc1N (stereo not drawn) | . | 41%[activator] | -1% | -15% | 33%[activator] | . | .
4 | O=C(c1ccc(COc2ccc(Cl)cc2)cc1)N1CCCCC1 | -14% | 35%[activator] | -7% | 86%[activator] | ? | 24* | 91*
5 | COc1ccc(C2=NNC(=O)CC2)cc1 | 0% | 6% | -1% | -10% | 0% | 5 | 7
6 | COc1ccc(-n2c(C)c3c(OC)cccc(=O)c3c2C)cc1 | -4% | ? | 9% | -18% | 10µM* | 1 | 5
7 | Cc1cc(-c2nnc(SCC(=O)Nc3ccccc3C(F)(F)F)o2)c(C)n1-c1ccccc1 | -1% | 57%[activator] | 0% | 33% | . | 40* | 58
8 | O=C(c1ccccc1)N(C1=NCCCCS1)c1ccccc1 | 1% | 2% | 0% | 1% | ? | 4 | 13
9 | Cc1cc(Nc2ccccc2O)c2ccccc2n1 | -3% | 2% | -3% | 54% | 11% | 1 | -7
10 | CCC1(C)Cc2ccccc2-c2c1c(=O)n(Cc1ccccc1)c1nnnn21 (stereo not drawn) | 5% | 4% | 1% | -13% | -11% | -3 | -16
11 | Nc1ccc(-c2c3ccc(=O)cc-3oc3cc(O)ccc23)c(C(=O)O)c1 | . | -13% | -4% | 20% | ? | . | .
12 | CC(C)[C@H](NC(=O)N1CCn2c1nc1ccccc12)C(=O)N[C@H](C(=O)O)c1ccccc1 | 0% | 13% | 1% | 6% | ? | 2 | 8
13 | O=Cc1c(-[n+]2ccccc2)nc([O-])n1-c1ccccc1 | -5% | . | 2% | -13% | -5% | 1 | -1
14 | COCCn1nnnc1C(c1ccccc1)N1CCN(C)CC1 (stereo not drawn) | 0% | -7% | -7% | -23% | 39%[activator] | -3 | -2
15 | C=CCOC(=O)C1=C(C)OC(N)=C(C#N)C1c1ccc2c(c1)OCO2 (stereo not drawn) | 5% | -27% | -9% | 5% | 10µM* | 9 | -4
16 | Cc1ccc(CNC(=O)[C@H](C)[C@H]2C[C@]2(C)[C@H](NC(=O)OCc2ccccc2)c2ccccc2)o1 | 7% | ? | -7% | 26% | ? | 10 | 19
17 | COc1cccc(CNS(=O)(=O)c2ccc3c(c2)CC(C)N3C(C)=O)c1 (stereo not drawn) | 0% | 19% | 3% | -8% | 10µM* | 5 | -5
18 | Cc1cc(=O)oc2cc(OCc3ccc(C(=O)OCC(=O)Nc4ccccc4OC(F)F)cc3)ccc12 | -1% | -13% | -1% | 22µM* | 0% | -2 | 17
19 | O=C(Nc1ccc2c(c1)CCCN2C(=O)c1cccs1)c1c(F)cccc1F | -7% | 0% | 4%&11% | -27% | 5% | 18 | -8
20 | CCOc1ccc(NS(=O)(=O)c2ccc3c(c2)N(C(C)=O)CCO3)cc1 | 6% | 10% | 3% | 4% | 20% | 2 | -2
21 | CCOc1ccccc1NC(=O)C(=O)N/N=C/c1ccc([N+](=O)[O-])cc1 | 1% | 5% | -14% | -8% | 54%[activator] | -1 | 4
22 | CCN(CC)S(=O)(=O)c1ccc(C(=O)Nc2ncn(Cc3ccccc3)n2)cc1 | 0% | ? | -4% | -34% | 19% | -3 | -16
23 | O=C1c2ccccc2C(=O)N1CCSc1n[nH]c(=S)s1 | 17% | . | 28µM* | -21% | ? | -2 | -8
24 | Oc1ccc(Cl)cc1CNn1cnnc1 | -3% | 19% | -5% | -19% | -19% | 4 | -9
25 | O=c1c2c3c(sc2n2cnnc2n1Cc1ccccc1)CN(Cc1ccccc1)CC3 | 2% | 10µM* | ? | 104%[activator] | ? | -2 | 14
26 | CCc1ccc(C(c2ccc(CC)cc2)C(Cl)Cl)cc1 | . | ? | 1% | -25% | ? | . | .
27 | c1ccc2c(N3CCOCC3)nc(N3CCOCC3)nc2c1 | 2% | ? | 2% | -12% | 4.1µM* | 10 | 21
28 | CC1(C)Cc2c(cnn2-c2ccccc2)-c2c1c1ccccc1n2CC(O)CCl (stereo not drawn) | 3% | 12µM* | 0% | -35% | ? | 1 | -6
29 | COc1ccc2cc(C3c4cc(OC)c(OC)cc4CCN3C(=O)c3ccco3)c(=O)[nH]c2c1 (stereo not drawn) | -4% | 5.2µM* | 2% | 100%[activator] | 26% | -8 | -9
30 | CCn1c(C(=O)N2CCCC(C(=O)O)C2)cc2sccc21 (stereo not drawn) | 3% | -2% | -6% | -13% | 74%[activator] | -7 | 16

# An excerpt of these results, with one line to a screen:
20. CCOc1ccc(NS(=O)(=O)c2ccc3c(c2)N(C(C)=O)CCO3)cc1
28. CC1(C)Cc2c(cnn2-c2ccccc2)-c2c1c1ccccc1n2CC(O)CCl (stereo not drawn)
3. CC1CCCCN1C(=O)COC(=O)c1cc([N+](=O)[O-])ccc1N (stereo not drawn)
27. c1ccc2c(N3CCOCC3)nc(N3CCOCC3)nc2c1
16. Cc1ccc(CNC(=O)[C@H](C)[C@H]2C[C@]2(C)[C@H](NC(=O)OCc2ccccc2)c2ccccc2)o1
30. CCn1c(C(=O)N2CCCC(C(=O)O)C2)cc2sccc21 (stereo not drawn)
Screen / compound no.,20,28,3,27,16,30
LmPK inh,6%,3%,.,2%,7%,3%
Pf growth 48h,10%,12µM*,41%[activator],?,?,-2%
TbPYK inhibitor,3%,0%,-1%,2%,-7%,-6%
AmpC inh no detg,4%,-35%,-15%,-12%,26%,-13%
Pf growth 96h,20%,?,33%[activator],4.1µM*,?,74%[activator]
Cycloheximide cs,2,1,.,10,10,-7
Shiga inhibitor,-2,-6,.,21,19,16

# Given screen by screen: entries from further up.
5: COc1ccc(C2=NNC(=O)CC2)cc1
6: COc1ccc(-n2c(C)c3c(OC)cccc(=O)c3c2C)cc1

compound no. | 5 | 6
LmPK inh | 0% | -4%
Pf growth 48h | 6% | ?
TbPYK inhibitor | -1% | 9%
AmpC inh no detg | -10% | -18%
Pf growth 96h | 0% | 10µM*
Cycloheximide cs | 5 | 1
Shiga inhibitor | 7 | 5

# Next part
no. | structure | LmPK inh | Pf growth 48h | TbPYK inhibitor | AmpC inh no detg | Pf growth 96h | Cycloheximide cs | Shiga inhibitor
31 | Cc1ccc(O)c(/C=N/NC(=O)C2=NNC(c3ccccc3)(c3ccccc3)C2)c1 | 2% | 2.9µM* | . | -48% | ? | 1 | 21
32 | CSC1=C(C#N)C2(CCCC2)C(C#N)=C(N)N1 | 0% | ? | . | -32% | -4% | -4 | -16
33 | O=C1N=C2SCCN2C(=O)C1Cc1ccc(Cl)cc1 (stereo not drawn) | . | -7% | -8% | . | -9% | . | .
34 | Cc1cccc(NC(=O)CS(=O)(=O)c2c[nH]c3ccccc23)c1C | 0% | -3% | 1% | -16% | 29% | -2 | -20
35 | Clc1ccc(-c2nnc(-c3ccco3)o2)cc1 | -13% | 98%[activator] | 1% | -5% | -17% | 42* | 91*
36 | CCOc1ccc2[nH]c(=O)c(CN(CC3COCCO3)C(=O)c3ccc(C)cc3)cc2c1 (stereo not drawn) | -5% | -14% | 6% | -2% | 141%[activator] | -1 | -3
37 | O=C(NCc1ccc(-c2nc3ccccc3s2)cc1)c1ccco1 | -9% | ? | -9% | -21% | -2% | 34* | 71*
38 | Cc1ccc(C)c(OCCC(=O)OCC(=O)NCCc2ccc(S(N)(=O)=O)cc2)c1 | . | 2% | -8% | -9% | 34%[activator] | . | .
39 | COC(=O)COc1ccc2c(c1)O/C(=C\c1cccc([N+](=O)[O-])c1)C2=O | 1% | 12% | -8% | -4% | 11% | -4 | -3
40 | O=C(Nc1ccc(Sc2ccc(Br)cc2)cc1)c1ccco1 | 3% | 2.3µM* | 0% | -32% | ? | 35* | 60*
41 | O=C(CCCSc1nnc(-c2cccs2)n1CC1CCCO1)c1ccccc1 (stereo not drawn) | 2% | ? | -16% | 17% | . | 7 | 20
42 | CC(=O)c1cc(-c2ccccc2)n(CC(=O)Nc2cccc(C)c2)c1C | 0% | ? | -11% | 14µM* | -23% | -4 | 22
43 | COCCCn1cc(C(=O)c2ccccc2OCC(=O)Nc2cccc(F)c2)cc(C#N)c1=O | -3% | ? | -1% | 47% | ? | 9 | 50
44 | COc1ccccc1NC(=O)C1=C(C)NC(=O)NC1c1cccs1 (stereo not drawn) | 0% | -22% | 11% | -22% | 21% | -4 | -1
45 | C[C@H](NC(=O)N1CCn2c1nc1ccccc12)C(=O)NCC1CCCO1 (stereo partly drawn) | -1% | -30% | 1% | -5% | ? | -1 | -4
46 | O=C1CN(C(=O)CSc2nncs2)c2ccccc2N1 | 1% | -7% | 0% | -13% | 11% | -1 | -2
47 | CN(c1ccc(OCC(=O)OCC(=O)Nc2ccccc2)cc1)S(=O)(=O)c1cccs1 | -3% | 3% | 3% | -20% | 48% | 0 | -2
48 | O=[N+]([O-])c1cccc(C(=Nc2ccc(Cl)cc2)NO)c1 | 5% | 7% | 12% | ? | 36%[activator] | -1 | -11
49 | Cc1ccccc1S(=O)Cc1ccc(C(=O)NC2CC2)o1 (stereo not drawn) | -4% | -9% | 1% | -25% | -4% | -11 | 2
50 | CCOC(=O)C1CN(S(=O)(=O)c2ccc(F)cc2)C1 | -4% | 35%[activator] | -7% | -10% | 27% | 1 | -9
51 | C=CCn1c(SCC(=O)c2ccc(O)c(O)c2)nnc1-c1cccc(Cl)c1 | . | ? | -23% | -23% | 9% | . | .
52 | CCC(=O)NC(c1ccco1)c1cc(Cl)c2cccnc2c1O (stereo not drawn) | -4% | ? | -8% | -3% | 12% | -2 | -22
53 | CN(Cc1cnn(-c2ccccc2)c1)C(=O)C1CCC(=O)N(C2CC2)C1 (stereo not drawn) | -8% | 4% | 1% | -7% | 1% | -1 | -5
54 | COc1ccc(OC)c(N2C(=NC(=O)C3CCCCC3)SC3CS(=O)(=O)CC32)c1 (stereo not drawn) | 1% | 28% | 2% | 47% | 2% | -2 | 10
55 | CCCCc1nc2sc3c(c2c(=O)[nH]1)CCC3 | 7% | -7% | -6% | 0% | . | 9 | -2

# Bioassay records deposited in PubChem BioAssay by National Center for Advancing Translational Sciences (NCATS).
